Screens: PubChem BioAssay, several laboratories
P. falciparum M17LAP: P. falciparum M17LAP inhibitors, primary screen, biochemical, fluorogenic H-Leu-NHMec substrate, 1536-well (AID 1619); recombinant M17LAP, H-Leu-NHMec fluorogenic kinetic assay; higher % means a stronger effect; one-dose inhibition, % at 30 µM; IC50 in µM for titrated hits; 0.38% of 220,000 active;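 active = compound inhibiting the enzyme by more than half at any dose during confirmatory dose-response retesting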;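 note: plate controls were full reaction with DMSO carrier for no effect and no enzyme background for full effect; strong numbers were not always called active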
CSM14.1 death rescue: rescue of cells from ER stress-induced death, primary screen, 384-well, CSM14.1, thapsigargin, ATP luminescence (AID 1222); CSM14.1 thapsigargin-induced death rescue, ATP luminescence; higher % means a stronger effect; cellular ATP content (survival), % at 20 µM; hits with a dose series show EC50 in µM; 190,000 tested, under 10 active;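 active = EC50 below 50 µM in the dose-response confirmation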;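 note: death triggered by thapsigargin at about 15 µM added after 2 h compound pretreatment; cell ATP read after overnight thapsigargin exposure of roughly 18 to 22 hours; normalized against plate controls of thapsigargin alone and 5% DMSO vehicle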
Hep lipid drop: hepatic lipid droplet formation modulation; AID 1656; 0.4% of 240,000 active; AML12 mouse hepatocytes, oleate lipid droplets, BODIPY imaging; inhibition, % at 6.5 µM;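 active = lipid droplet intensity inhibited by at least 50%, with more than 500 cells counted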
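System: AML12 hepatocytes (mouse). Probe or stimulus: oleic acid at 100 µM to induce lipid droplet formation. Times: overnight treatment with compound plus oleate. Detection: Image-based BODIPY and DAPI two-channel analysis. Evaluation: percent inhibition of filter-corrected integrated lipid droplet intensity per well.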
Yfh1-depleted yeast: mitochondrial function rescue without frataxin homolog – Friedreich's ataxia, plus single-dose screen, dose response (AID 1465); 0.074% of 220,000 active; S. cerevisiae Yfh1-off respiration, WST-1 reduction, 72 h; higher fold induction means a stronger effect; fold induction at 50 µM, or EC50 in µM where a hit was titrated;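 active = fold induction of absorbance versus untreated yeast above a set limit, then at least 30% activation at any dose in follow-up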;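 note: activators that raise dye reduction in frataxin-depleted yeast; strong numbers were not always called active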
Insulin prom up: MIN6 insulin promoter up-regulation | MIN6 insulin promoter-GFP reporter, high-content imaging; active compounds read high | z-score at 5 µM | 0.3% of 190,000 active;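 active = z-score above 3 at 5 µM with at least 500 cells counted in the well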
Autophagy HCS: alters autophagy in cells. MEF GFP-LC3 puncta imaging; test concentration mostly 10 µM. calls only at 10 µM (by protocol). 0.98% of 190,000 active. AID 463193;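 active = percentage of spot-positive cells more than 3 SD above its plate mean, without a fluorescence outlier flag or 80% toxicity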;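 note: spot-positive cell cutoff set from DMSO-treated cells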
M1AAP inhibition: malaria alanyl aminopeptidase activity blockers – biochemical, fluorogenic H-Leu-NHMec substrate, 1536-well (AID 1445) | recombinant M1AAP, H-Leu-NHMec fluorogenic kinetic assay; higher % means a stronger effect | inhibition, % at 30 µM, or IC50 in µM where a hit was titrated | 0.42% of 220,000 active;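 active = primary inhibition above the hit cutoff, then over 50% inhibition at one or more dose response concentrations, cut at about 23% in these data, passing the limit was not always enough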;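 note: plate controls were DMSO full reaction for no effect and no enzyme background for full effect; strong numbers were not always called active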
MT stabilizer: microtubule stabilizers in HeLa cells; HeLa tubulin immunostaining HCS, 24 h; share of cells brighter than vehicle mean+2SD; % tubulin-high responders, % at 10 µM; 0.83% of 200,000 active;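 active = plate Z-score above 3 for both tubulin-high and condensed-nucleus cell shares, with cell loss under 80%, at 10 µM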;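 note: anti alpha tubulin signal scored within the nucleus-defined area of each cell; some results filed as inactive read as strong as hits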
Dynein transport: blocks dynein driven cargo transport along microtubules | 0.47% of 220,000 active | AID 1381 | 3617.4 mouse cells, GR-EGFP nuclear translocation imaging; test concentration mostly 20 µM; stimulated with dexamethasone, 1 µM; active compounds read low | z-score, hits read low;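 active = plate z-score of nuclear minus cytoplasmic receptor signal below a set negative limit, without overly bright fluorescence or cell loss, cut at about -3.5 in these data, passing the limit was not always enough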;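 note: z-score of nuclear minus cytoplasmic ring GR-EGFP intensity difference per well; some compounds called inactive have numbers as strong as hits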
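Schedule: 48 h induction, then 1 h compound, then 30 min agonist, 37 °C. Buffer or medium: tetracycline-free induction medium containing charcoal-stripped FBS. Reagent: 1.0 µM final dexamethasone stimulus. Evaluation: nuclear versus cytoplasmic GR-EGFP signal, averaged per well. Signal: high-content fluorescence imaging after fixation.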
Dynein transport cytoplasmic EGFP: further read-out of Dynein transport, marked with its call; z-score; measured here: cytoplasmic GR-EGFP intensity; active compounds read high
Dynein transport nuclear GR-EGFP: second read-out of Dynein transport, no call of its own (marks repeat the call); z-score; measured here: nuclear GR-EGFP intensity;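 lower value marks the stronger effect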
Dynein transport cell count: second read-out of Dynein transport, no call of its own (marks repeat the call); z-score; measured here: cell count per field
Insulin prom up cell count: also measured in Insulin prom up; calls as there; cell count; measured here: cytotoxicity, nuclei count;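 total cells summed across four imaged fields per well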
Hep lipid drop cells 6.5 µM: second read-out of Hep lipid drop, no call of its own (marks repeat the call); cell count; measured here: cell count, cytotoxicity flag;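 cells counted across two imaged fields per well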
MT stabilizer Hoechst-high %: second read-out of MT stabilizer, no call of its own (marks repeat the call); % Hoechst-high responders; measured here: nuclear condensation Hoechst responders;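 share of cells brighter than vehicle mean plus two SD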
MT stabilizer cytotoxicity %: also measured in MT stabilizer; calls as there; toxicity, %; measured here: cytotoxicity by cell density;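 0% = mean cell density of plate MIN control wells and 100% = no cells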
Autophagy HCS cell loss 18 h: recorded beside Autophagy HCS, whose call it bears; toxicity, %; measured here: cell loss, nuclei count;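 cell loss after 18 h compound exposure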
* hit, by the source's call; i = inactive; · = not tested or not shown.

SMILES | P. falciparum M17LAP | CSM14.1 death rescue | Hep lipid drop | Hep lipid drop cells 6.5 µM | Yfh1-depleted yeast | Insulin prom up | Insulin prom up cell count | Autophagy HCS | Autophagy HCS cell loss 18 h | M1AAP inhibition | MT stabilizer | MT stabilizer Hoechst-high % | MT stabilizer cytotoxicity % | Dynein transport | Dynein transport cytoplasmic EGFP | Dynein transport nuclear GR-EGFP | Dynein transport cell count
O=C(CSc1nnc(-c2ccncc2)n1-c1ccc(F)cc1)NC(=O)NCc1ccco1 | 4% | 1.1% | 16 | 760 | i | -0.17 | 1268 | i | 1 | 2% | 2.3 | 0.4 | 21 | -0.5 | 0.26 | 0.21 | 1.2
CN1CCN(C(=O)C2=C[C@H](c3coc4ccccc4c3=O)C[C@H](OCc3ccc(CO)cc3)O2)CC1 | -5% | -0.9% | 14 | 700 | i | -0.15 | 1302 | i | 5 | 3% | 1.6 | 2.0 | 5.4 | -0.039 | -0.21 | 0.26 | 0.62
NC(=O)CCn1nc(-c2ccc(Cl)cc2)c2ccccc2c1=O | -2% | 1.4% | 1 | 750 | i | 0.06 | 1271 | i | 7 | 0% | 3.1 | 2.2 | 1.7 | -1.1 | -0.059 | -0.41 | -0.15
Cc1ccc2nc(C)c(C(=O)N/N=C/c3ccccc3[N+](=O)[O-])cc2c1 | 18% | 0.3% | -24 | 634 | i | 0.78 | 1201 | i | 5 | 8% | 1.8 | 1.9 | 4.7 | -0.2 | -0.29 | -0.0073 | -0.22
COc1ccc(NC(=S)NCc2cccs2)cc1OC | -6% | -0.2% | 6 | 669 | i | -0.12 | 1607 | i | -13 | 5% | 1.7 | 1.4 | 4.9 | -0.6 | -0.33 | -0.23 | 0.86
CCOC(=O)c1nc(Nc2ccc(C(C)=O)cc2)c2ccccc2n1 | 1% | -1.6% | 21 | 690 | i | -0.35 | 1314 | i | 1 | 14% | 2.4 | 2.3 | 10.0 | -0.48 | -0.28 | 0.029 | 0.033
CCN(CC)S(=O)(=O)c1c(Br)cc(C)cc1Br | 3% | 1.8% | -22 | 749 | i | -0.69 | 907 | i | -3 | 0% | 1.9 | 1.3 | 7.5 | -0.9 | -0.23 | -0.24 | 0.46
O=[N+]([O-])c1ccc(-c2nn(-c3ccccc3)cc2/C=N/n2c(-c3ccncc3)n[nH]c2=S)cc1 | 3% | · | 15 | 685 | i | -1.4 | 1036 | · | · | 9% | · | · | · | 0.14 | -0.22 | 0.49 | -0.53
CCOC(=O)c1ccccc1NC(=O)CSc1ccccc1 | 7% | -0.2% | -2 | 741 | i | -0.16 | 999 | i | 2 | 2% | 2.8 | 2.0 | 5.2 | 0.47 | -0.19 | 0.74 | 0.38
Cc1ccc(O)c(C(CC(=O)NC(C)C)c2ccccc2)c1 (centres undefined) | -1% | -0.4% | 1 | 628 | i | 0.03 | 1526 | i | -10 | 8% | 3.2 | 1.2 | 6.1 | 0.91 | 1.4 | 1.1 | -0.73
CS(=O)(=O)NCCSc1nnnn1-c1ccccc1 | 16% | -3.2% | 12 | 730 | i | -0.48 | 1344 | i | 14 | 2% | 3.9 | 2.0 | 2.4 | 0.25 | -0.21 | -0.23 | 0.72
Cc1nn(C)c(Cl)c1NC(=O)OCc1ccc(Cl)cc1Cl | -7% | 1.1% | · | · | · | -0.65 | 1541 | i | 7 | -6% | 1.6 | 1.0 | 3.4 | -0.044 | -0.17 | -0.19 | -0.044
O=C(c1cncs1)N1CCCC(CNS(=O)(=O)c2cccs2)C1 (centres undefined) | -5% | -0.4% | 0 | 762 | i | 0.75 | 1389 | i | -18 | 5% | 2.4 | 1.4 | 3.0 | -0.15 | 0.18 | 0.095 | -0.013
Cc1cc2ncn(C(=O)c3c(-c4ccccc4Cl)noc3C)c2cc1C | 0% | -0.8% | · | · | i | 1.8 | 1561 | i | -4 | 5% | 2.4 | 2.6 | 5.9 | 1 | -0.17 | 0.69 | -0.91
COc1cc(OC)c(NC(=S)NCc2ccccc2)cc1Cl | -1% | -0.6% | -9 | 711 | i | 0 | 1096 | i | 4 | 3% | 4.5 | 2.2 | 5.7 | 0.055 | -0.23 | 0.28 | -0.39
COc1ccc(NC(=O)CSc2nnc(C(C)C)n2N)cc1 | 7% | -3.8% | -6 | 657 | i | 0.76 | 1431 | i | -7 | 8% | 2.7 | 3.2 | 6.9 | -0.77 | -0.24 | -0.34 | 0.43
Cc1nnc(SCC(=O)NC(=O)NCc2ccco2)s1 | -1% | -0.5% | -4 | 733 | i | -0.25 | 1252 | i | 5 | 4% | 4.2 | 3.7 | 0.3 | -0.065 | -0.26 | 0.24 | 0.45
Cc1nc(NC(=O)CCC(=O)O)sc1C(=O)N(C)C | 4% | 1.3% | · | · | i | -0.61 | 1420 | i | 18 | 5% | 4.1 | 2.1 | 11 | -0.031 | -0.2 | 0.28 | -0.0098
CC(C)(C)c1ccc(S(=O)(=O)O/N=C2/CCCCC2c2ccc([N+](=O)[O-])cc2[N+](=O)[O-])cc1 (centres undefined) | -5% | 1.2% | 10 | 768 | i | · | · | i | -5 | 6% | 1.2 | 1.1 | 5.3 | -1.2 | -0.14 | -0.42 | 0.96
CC(C)Nc1cc(C(F)(F)F)nc(-c2ccccn2)n1 | 5% | 7.8% | · | · | i | · | · | i | -6 | -6% | 1.4 | 1.4 | 12 | -0.41 | -0.23 | -0.53 | 0.78
CCn1c(SCC(=O)OCC(=O)N2c3ccccc3NC(=O)C2(C)C)nnc1-c1ccco1 | 9% | -0.5% | · | · | i | -0.5 | 1087 | i | -18 | -2% | 5.1 | 2.4 | 6.7 | -0.42 | -0.32 | -0.051 | 0.17
O=C(Nc1ccccc1[N+](=O)[O-])c1cncc(Br)c1 | 7% | 0.4% | 0 | 758 | i | -0.48 | 1213 | i | 0 | 13% | 1.4 | 2.0 | 1.6 | -0.29 | -0.28 | -0.034 | 0.25
CSC(=S)N/N=C/c1ccc(N(C)C)cc1 | 4% | 0.3% | 0 | 664 | i | -1 | 1544 | i | 13 | 4% | 2.2 | 1.4 | 9.5 | 0.47 | 0.028 | 0.18 | -0.21
CCOC(=O)C1(C(C)(C)CC)CC(CSc2nc3ccccc3[nH]2)OC1=O (centres undefined) | -15% | 1.4% | 16 | 606 | i | -1.1 | 781 | i | 0 | 12% | 3.4 | 2.9 | 3.2 | -0.8 | -0.15 | -0.52 | 0.36
COC(=O)Cc1ccc(NC(=S)NCc2ccco2)cc1 | -1% | -0.8% | 1 | 679 | i | -0.55 | 1728 | i | -23 | -1% | 2.0 | 1.3 | 9.2 | -0.28 | -0.25 | -0.038 | 0.3
CN1C[C@@H]2C[C@@H](c3cccn3-c3nccs3)N3CCC[C@@]23C1=O | 0% | -0.6% | -16 | 633 | i | -0.34 | 1360 | i | 18 | 8% | 4.1 | 1.4 | 5.2 | 1.1 | -0.24 | 0.46 | -0.7
Cc1ccc(/C(O)=C2\C(=O)C(=O)N(CCc3c[nH]c4ccccc34)C2c2cccnc2)cc1 (centres undefined) | 39% | 1.1% | 7 | 680 | i | 0.59 | 1222 | i | 3 | 19% | 1.4 | 2.2 | 6.1 | -1.2 | -0.24 | -0.75 | 1.1
O=C(Cn1cnc2ccccc2c1=O)Nc1ccc(S(=O)(=O)N2CCCC2)cc1 | 14% | -1.5% | 20 | 643 | i | -0.19 | 1551 | i | -18 | -2% | 1.5 | 1.2 | 5.2 | -0.76 | 3.2 | 0.48 | -0.9
Cn1nc(C(=O)OCC(=O)N2CCc3ccccc32)c2ccccc2c1=O | -2% | 1.5% | 2 | 786 | i | -0.11 | 1288 | i | 41 | 11% | 8.3 | 2.6 | 12 | -0.14 | -0.25 | -0.12 | 0.4
O=C(CN(Cc1ccccc1)S(=O)(=O)c1ccccc1)N/N=C/c1ccc2c(c1)OCO2 | -5% | -0.8% | · | · | i | -0.61 | 1552 | i | 20 | 11% | 3.8 | 2.0 | 7.1 | -0.9 | -0.22 | -0.59 | 1.5
CN(C)CCCN(Cc1ccccc1)C(=S)Nc1cccc(C(F)(F)F)c1 | -6% | -1.9% | -4 | 493 | i | 0.08 | 1505 | i | 0 | 6% | 6.4 | 1.2 | 10 | -0.51 | -0.092 | -0.18 | -0.8
CN(C)c1ccc(/C=C/C(=O)c2c(O)c3ccccc3oc2=O)cc1 | 9% | · | 12 | 636 | i | · | · | · | · | 10% | · | · | · | 0.027 | 1.2 | 0.073 | -1
COCCNC(=O)COC(=O)CSCc1nc2ccccc2s1 | 6% | -1.1% | · | · | i | 0.86 | 1052 | i | 10 | 3% | 3.5 | 2.1 | 8.6 | -0.27 | 0.22 | -0.2 | 0.61

By substructure, the compounds so far containing a CF3 group (two)
SMILES | P. falciparum M17LAP | CSM14.1 death rescue | Hep lipid drop | Hep lipid drop cells 6.5 µM | Yfh1-depleted yeast | Insulin prom up | Insulin prom up cell count | Autophagy HCS | Autophagy HCS cell loss 18 h | M1AAP inhibition | MT stabilizer | MT stabilizer Hoechst-high % | MT stabilizer cytotoxicity % | Dynein transport | Dynein transport cytoplasmic EGFP | Dynein transport nuclear GR-EGFP | Dynein transport cell count
CC(C)Nc1cc(C(F)(F)F)nc(-c2ccccn2)n1 | 5% | 7.8% | · | · | i | · | · | i | -6 | -6% | 1.4 | 1.4 | 12 | -0.41 | -0.23 | -0.53 | 0.78
CN(C)CCCN(Cc1ccccc1)C(=S)Nc1cccc(C(F)(F)F)c1 | -6% | -1.9% | -4 | 493 | i | 0.08 | 1505 | i | 0 | 6% | 6.4 | 1.2 | 10 | -0.51 | -0.092 | -0.18 | -0.8
